Screening results from PubChem.
Tat export inh: inhibitors of E. coli Tat protein transport; E. coli MC4100 TorA-mCherry Tat export, fluorescence; inhibition, % at 10 µM; actives 0.036% (n = 340,000);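 active = mean replicate inhibition at least 50% and at least half of replicates individually reaching 50%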;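 note: exported cargo escapes ClpAP degradation while cytoplasmic cargo is degraded and loses fluorescence; 0% = median of neutral control wells and 100% = median of NaSCN control wells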
AddAB inh: less growth of phage-infected E. coli with AddAB; actives 0.29% (n = 330,000); inhibition, % at 11.9 µM; E. coli expressing H. pylori AddAB, absorbance growth; AID 435030; in the data active = inhibition above about 12%;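 note: 0% = vehicle wells of infected cells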
PfHsp90 set2: reduces growth (ATP signal) of yeast expressing P. falciparum Hsp90; actives 0.32% (n = 310,000); S. cerevisiae expressing PfHsp90, BacTiter-Glo ATP, 48 h; yeast lacking PDR1 and PDR3 efflux regulators; inhibition, % at 9.4 µM;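 active = every replicate shows inhibition above about 80%, whatever the replicate mean, limit read from the data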;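 note: 0% = DMSO neutral controls and 100% = 20 µM radicicol positive controls; yeast relying on Plasmodium falciparum Hsp90 in place of its own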
phage Ecoli inh: E. coli growth loss with phage present. actives 0.26% (n = 360,000). growth absorbance. AID 651602. inhibition, % at 11.9 µM; in the data active = inhibition above about 11%
PKA-R1A act: activates the PKA-R1A holoenzyme complex; P00514+P68181; PKA-R1A dissociation, Cy5-IP20 fluorescence polarization; scaled: DMSO 0%, 113 µM cGMP 100%; activation, % at 11.4 µM; actives 0.083% (n = 340,000); AID 504707;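 active = percent activation above the mean of all tested compounds plus 3 SD, cut at about 19% in these data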;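 note: higher means more PKAc released from R1A so a rise in polarization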
OPRM1-OPRD1 inv: inverse agonist of human OPRM1-OPRD1 heterodimerization. P35372+P41143. cell-based MOR-DOR heterodimer luminescence, inverse agonism. inhibition, % at 9.3 µM. actives 0.21% (n = 340,000); in the data active = inhibition above about 22%, passing the limit was not always enough;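 note: 0% = cells with DMSO and 100% = wells without cells with DMSO; values of inactives mirror those of a sister screen read the other way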
Target sequence (P35372 whole entry, looked up): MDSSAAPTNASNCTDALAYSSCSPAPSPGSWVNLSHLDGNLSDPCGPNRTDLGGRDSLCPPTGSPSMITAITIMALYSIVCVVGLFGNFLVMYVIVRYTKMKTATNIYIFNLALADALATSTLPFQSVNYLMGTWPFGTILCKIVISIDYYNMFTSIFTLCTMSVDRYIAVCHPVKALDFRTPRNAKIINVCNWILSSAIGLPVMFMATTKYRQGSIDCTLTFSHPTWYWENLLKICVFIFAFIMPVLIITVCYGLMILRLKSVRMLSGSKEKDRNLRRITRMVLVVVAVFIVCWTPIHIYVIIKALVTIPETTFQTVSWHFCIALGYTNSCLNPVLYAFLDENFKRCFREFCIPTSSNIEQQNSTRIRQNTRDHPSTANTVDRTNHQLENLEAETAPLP
Target sequence (P41143 whole entry, looked up): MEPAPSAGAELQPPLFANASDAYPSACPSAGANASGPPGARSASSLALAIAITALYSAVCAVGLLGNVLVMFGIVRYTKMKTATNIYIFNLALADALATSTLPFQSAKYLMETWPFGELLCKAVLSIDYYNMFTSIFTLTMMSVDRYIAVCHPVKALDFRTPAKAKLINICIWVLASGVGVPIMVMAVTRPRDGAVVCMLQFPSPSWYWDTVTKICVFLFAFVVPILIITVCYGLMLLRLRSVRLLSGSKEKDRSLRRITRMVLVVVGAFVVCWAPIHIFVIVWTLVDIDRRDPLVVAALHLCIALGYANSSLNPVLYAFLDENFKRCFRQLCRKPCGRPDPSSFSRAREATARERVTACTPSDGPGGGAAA
PKA-R2B act: activates the human PKA-R2B holoenzyme complex; PKA-R2B holoenzyme dissociation, Cy5-IP20 fluorescence polarization; R2B truncated from residue 108, S112A mutant; 0% DMSO only, 100% 113 µM cGMP; P22694+P31323; activation, % at 11.4 µM; actives 0.079% (n = 340,000);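 active = activation above a cutoff set at the mean over all compounds plus 3 SD, cut at about 18% in these data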;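 note: higher means more holoenzyme dissociation and a rise in polarization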
Ecoli viability: counter-screen for AddAB inhibitors: E. coli growth inhibition; actives 0.27% (n = 330,000); E. coli V3065 growth, OD600 absorbance, 18 h; inhibition, % at 11.9 µM;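 active = inhibition above the campaign's mean inhibition across all tested compounds plus 3 SD, cut at about 9.9% in these data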;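 note: uninfected addAB+ strain grown without phage in ampicillin broth; 0% = DMSO wells and 100% = ciprofloxacin 0.95 µg/ml wells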
SUMO Mot1 rescue: blocks SUMOylation pathway, rescuing yeast Mot1-301 growth; actives 1% (n = 320,000); AID 2716; S. cerevisiae Mot1-301 growth rescue, ATP luminescence, 38.5C; percent above DMSO median, 100 means doubled; growth rescue, % at 18.8 µM;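 active = every valid replicate shows activation above 250% relative to neutral control wells; inactive = the rest, any valid replicate at or below 250%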;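 note: OY570 slx delta 5 strain wells were the positive control but not used for scaling; some compounds called inactive have numbers as strong as hits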
MOR-DOR ag: OPRM1-OPRD1 heterodimerization agonism; P35372+P41143; cells, luminescence; activation, % at 9.3 µM; actives 0.3% (n = 340,000); in the data active = activation above about 18%;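 note: 0% = vehicle-treated cells and 100% = reference agonist; values of inactives mirror those of a sister screen read the other way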
HTR5A inv ag: counter-screen for OPRM1-OPRD1 inverse agonists: human HTR5A inverse agonism; P47898; HTR5A cell line, luminescence; inhibition, % at 9.3 µM; actives 0.083% (n = 340,000); AID 504634; in the data active = inhibition mostly above about 23%, no sharp cut-off; inactive = mostly below about 18%;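 note: 0% = cells with DMSO and 100% = no-cell wells with DMSO; some compounds called inactive have numbers as strong as hits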
Starred values were filed as active, the others as inactive; x = no result given.

SMILES	Tat export inh	AddAB inh	PfHsp90 set2	phage Ecoli inh	PKA-R1A act	OPRM1-OPRD1 inv	PKA-R2B act	Ecoli viability	SUMO Mot1 rescue	MOR-DOR ag	HTR5A inv ag
N#Cc1c(N2CCOCC2)nc(-c2ccco2)c2c1CCCC2	0	0.9	6	2.1	-5	4	-4	-3.1	-3	-0.7	6
O=C(CSc1ccc2ccccc2n1)N/N=C/c1ccccc1O	-8	x	0	-3.3	2	3	-5	x	1	-0.7	-2
COc1ccc(OC)c(-c2cc(C(=O)NCc3cccs3)no2)c1	0	1.7	-27	2.0	-25	7	-2	-1.4	41	-1.3	-2
CC(Oc1cccc(Cl)c1)C(=O)Nc1cc(S(=O)(=O)N2CCOCC2)ccc1N1CCCCC1 (stereo not given)	8	-0.5	-27	2.1	-6	-2	-8	0.2	195	0.3	11
Cc1cc(C2=NNC(=NC3CC3)SC2)c(C)n1-c1ccccc1F	2	-0.2	22	3.0	1	7	-7	0.7	6	-1.5	-2
O=P(c1ccccc1)(c1ccccc1)c1nc(-c2ccc(Cl)cc2)oc1N1CCOCC1	20	0.4	-13	4.8	-3	-7	-7	1.1	112	1.0	13
Cc1ccc(CNC(=O)C(CC(C)C)OC(=O)c2ccco2)cc1 (stereo not given)	-4	1.5	-9	-2.2	-8	2	3	0.8	-7	-0.4	-2
COc1ccc(Nc2nnc(SCC(=O)N3CC(=O)Nc4ccccc43)s2)cc1	11	3.4	7	4.0	-3	-9	-3	-0.4	-10	1.4	-18
CC(C)Sc1nnc(SCC(=O)N(C)C2CCS(=O)(=O)C2)s1 (stereo not given)	7	-0.1	7	1.0	-4	3	10	-1.1	485	-0.8	-15
O=C(CSc1nnc(-c2ccncc2)o1)Nc1ccccc1Cl	-6	4.0	-3	1.4	-3	12	2	2.8	-8	-2.9	10
COc1cc(-c2cc(=O)c3ccccc3o2)ccc1O	-5	2.9	8	3.1	-4	9	8	0.5	15	-1.7	-48
Oc1ccccc1-c1cc(-c2ccco2)[nH]n1	6	0.3	-8	5.4	-7	12	-7	-2.2	-18	-2.3	14
Cc1cccc(C)c1NC(=O)C[N+](C)(C)CC(O)COc1cccc2ccccc12 (stereo not given)	9	0.6	-14	-1.6	-6	15	-4	-1.4	-4	-3.4	5
CC(C)c1ccc(NC(=O)C(c2ccccc2)N2CCOCC2)cc1 (stereo not given)	-2	-0.2	-24	0.0	-5	-3	-11	-1.5	11	0.6	6
O=C(Nc1cccc(Cl)c1)ON=C1c2ccccc2-c2ccccc21	1	0.1	-5	4.3	-4	-11	-14	0.4	51	2.0	0

Arranged by value in phage Ecoli inh (lowest first): some entries from above.
Compound,phage Ecoli inh
CC(C)Sc1nnc(SCC(=O)N(C)C2CCS(=O)(=O)C2)s1 (stereo not given),1.0
O=C(CSc1nnc(-c2ccncc2)o1)Nc1ccccc1Cl,1.4
O=C(Nc1cccc(Cl)c1)ON=C1c2ccccc2-c2ccccc21,4.3

(next part)
SMILES	Tat export inh	AddAB inh	PfHsp90 set2	phage Ecoli inh	PKA-R1A act	OPRM1-OPRD1 inv	PKA-R2B act	Ecoli viability	SUMO Mot1 rescue	MOR-DOR ag	HTR5A inv ag
COc1ccccc1-c1nnc(NC(=O)C2=COCCO2)o1	-4	1.4	-3	-0.9	-1	8	-7	-2.4	-8	-1.5	4
CCOC(=O)N1CCN(S(=O)(=O)N(C)C)CC1	9	6.6	-10	1.4	-1	14	1	-1.8	9	-3.0	11
OC(COCc1ccccc1)CN1CCN(c2ccccc2)CC1 (stereo not given)	11	-0.3	-19	2.8	2	5	-7	-0.6	8	-0.9	-14
COC1CCN(Cc2c(C(=O)N3CCN(C4CCCCC4)CC3)nc3ccccn23)CC1	3	0.9	26	x	-5	12	-4	2.8	123	-2.1	2
CCc1ccc(-c2cc(C)no2)cc1S(=O)(=O)NCCN1CCC(C)CC1	0	1.5	8	4.4	-4	3	-1	0.7	-4	-0.5	5
CCc1ccc(C(C)NC(=O)c2ccc(F)cc2)cc1 (stereo not given)	-4	-2.0	-25	1.0	4	-14	-5	-3.7	45	2.5	8
CC(C)(C)OC(=O)N(Cc1ccccc1)Cc1ccccc1OCc1cccc(NC(=O)C2CC2)c1	-1	x	-12	-1.1	0	0	0	x	x	0.1	-3
O=C1N(Cc2cccc(Cl)c2)C[C@@H]2C[C@@H](c3cccn3-c3ccccn3)N3CCC[C@@]123	6	-0.3	7	0.0	7	10	-2	-1.0	1	-1.9	-4
CN(Cc1nc2ccc(F)cc2[nH]1)Cc1nc(CC2CC2)no1	-4	5.0	28	2.0	-7	-5	0	-0.8	-3	0.7	-1
CSC1=NCCN1C(=O)c1ccc(C)cc1	5	1.5	-1	1.4	-3	7	1	2.3	-20	-1.6	-81
COc1cccc(CN2CCN(Cc3cc4ccccc4[nH]3)CC2CCO)c1 (stereo not given)	6	0.2	-9	2.9	-3	7	-4	-1.7	4	-1.4	-5
CC(C)(CC(=O)OCC(=O)Nc1ccccc1F)CC1=NS(=O)(=O)c2ccccc2N1	6	4.7	-7	-1.6	6	3	4	-1.9	-20	-0.6	-4
CCCCSc1cc(C)nc2ncnn12	-1	0.5	-8	1.1	1	-1	0	1.0	72	0.1	-13
C=C(C)Cn1c(CCCNC(=O)C(C)(C)C)nc2ccccc21	-6	-0.7	-4	0.9	0	16	-7	-3.0	-2	-2.6	-7
Cc1cc2ccccn2c1C(=O)c1ccccc1Br	1	2.6	12	0.7	6	-20	-2	-1.1	30	3.8	23
CC(NC(=O)c1cc(-c2ccncc2)nc2ccc(Br)cc12)C1CCCO1 (stereo not given)	1	-3.8	1	0.2	0	16	5	-1.0	0	-2.9	1
O=C(O)CSCC(=O)N1CCCN(c2nccc(C(F)(F)F)n2)CC1	-9	-0.2	3	0.9	-1	8	-7	-0.3	35	-1.3	9
Clc1nc(NC2CCCCC2)c2cn[nH]c2n1	2	x	-2	4.1	-1	10	12	x	x	-1.9	-11
CC1CC(C)CN(CCCNC(=O)c2csc3c2CCCC3)C1 (stereo not given)	5	0.8	x	3.6	7	-7	4	1.5	41	1.2	-11
CSc1ccccc1C(=O)C1CCCN(C(=O)c2cncs2)C1 (stereo not given)	-6	0.8	-15	2.1	-2	12	-4	1.5	-5	-2.2	-8
CC1CCCN(S(=O)(=O)c2ccc(C(=O)Nc3sc4c(c3C(N)=O)CCN(C)C4)cc2)C1 (stereo not given)	-6	-0.6	-2	1.0	-5	15	0	-0.1	-24	-3.6	-10
COc1ccc(C(=O)Nc2cccc(-c3ccc4nncn4n3)c2)cc1	0	2.3	2	-0.5	-7	7	8	-1.6	68	-1.3	-3
Cc1ccc(OCCCn2c(=O)oc3ccccc32)cc1	4	0.7	-16	-0.8	1	-16	-10	2.0	-6	3.4	-10
Cc1ccc(C2CC(c3cccc(C)c3)n3ncnc3N2)cc1 (stereo not given)	16	-1.9	3	-0.3	10	5	8	-5.2	105	-0.9	2
CCCCNCc1cc(OC)c(OCC(N)=O)cc1Br	-1	-1.2	41	2.6	4	4	2	-0.8	56	-0.7	6
Cc1ccc([N+](=O)[O-])cc1S(=O)(=O)n1ccnc1C	-11	1.2	0	6.7	5	0	9	0.9	-5	0.0	11
Cn1c(=O)c2c(ncn2CC(=O)OCC(=O)Nc2cc(Cl)ccc2Cl)n(C)c1=O	4	0.8	-10	3.8	-7	1	2	1.2	-12	-0.2	-3
CC(Sc1nnc2ccccn12)C(=O)Nc1ccc(Cl)cn1 (stereo not given)	12	2.7	16	0.4	-8	2	8	3.7	0	-0.4	11
CCN1CCN(CC(=O)Nc2ccc3c(c2)OCO3)C(=O)C1=O	5	0.9	2	1.0	-8	1	-5	-2.6	-1	-0.1	-3
O=C1NC(=O)C(CC(=O)N(Cc2cccs2)C2(C(=O)NC3CCCC3)CCCCC2)N1 (stereo not given)	-4	2.1	18	0.3	-11	-1	-8	0.9	-2	0.2	-7
O=C(Nc1ccc(NC(=O)c2ccc(S(=O)(=O)c3ccccc3)cc2)cc1)c1ccccc1	-3	2.0	-11	0.2	-4	9	-11	-0.8	-5	-1.6	-22
COc1ccc(OC)c(NC(=S)NCc2cccs2)c1	6	2.0	16	4.1	-3	6	-6	-3.0	-1	-1.2	4
CN(O)/C=C1\C(=O)Nc2ccccc21	-2	0.0	8	3.4	2	-15	-4	2.3	-7	2.7	1
CCc1ccc(NC(=O)CO/N=C(\C)c2cc3ccccc3o2)cc1	6	-1.0	12	2.3	-6	-35	-1	0.0	-2	5.4	5
O=S(=O)(c1ccccc1F)N1CCN(c2nc(-c3cccnc3)nc3ccccc23)CC1	-9	1.4	x	0.6	0	5	1	0.7	-15	-1.2	8
O=C1C(Cc2ccc(Br)cc2)SC(=Nc2ccccc2)N1c1ccccc1 (stereo not given)	-6	1.4	-2	3.3	-4	-11	-12	-0.1	-20	2.1	9
O=C(CSc1nnc(C2CC2)n1C1CC1)c1ccc(F)cc1	-2	1.6	3	-1.1	-4	14	-2	0.0	10	-2.6	0
Cc1c(C(=O)NNc2c(Cl)cccc2Cl)n(C)oc1=O	-4	0.3	-18	1.8	2	6	1	-2.0	2	-1.1	-12
O=C(NCC(c1cccs1)N1CCOCC1)c1cc(S(=O)(=O)N2CCOCC2)ccc1Cl (stereo not given)	-7	x	0	4.0	10	9	1	x	x	-2.3	0
COc1cccc(OC)c1C(=O)Nc1ccc(NC(=O)c2ccco2)cc1	0	1.2	13	4.0	-7	19	-10	1.9	-5	-3.1	23
Cc1nnc(NC(=O)c2cc3ccccc3o2)s1	2	-3.4	8	0.6	6	0	-4	-1.5	21	0.0	-6
COc1cc(C(=S)NCc2ccccc2)cc(Br)c1O	1	0.3	27	2.4	2	19	-1	0.4	-6	-3.7	9
c1ccc2c(c1)ncc1cccn12	4	-0.1	1	2.6	-6	24	-3	0.3	9	-4.2	-5
Cc1ccc(OCCC(=O)Nc2ccc(F)c(Cl)c2)cc1	-3	3.9	2	2.1	-9	-36	-13	0.5	15	7.5	2
O=C(NC1CCN(S(=O)(=O)c2ccccc2F)CC1)c1cccnc1	-6	2.6	3	1.4	-1	3	4	-1.5	39	-0.5	1
O=C(Cn1cnnn1)NCc1ccccc1	-8	3.0	17	1.8	-8	12	2	-0.4	-5	-2.2	4
CCOc1ccc2nc(NC(=O)C3CCCO3)sc2c1 (stereo not given)	1	-0.6	x	2.9	2	-2	2	0.3	21	0.5	7
Cc1ccc(NC(=O)c2ccc(COc3ccccc3)o2)nc1	-3	2.7	-15	2.7	-11	4	-7	-0.8	-1	-0.8	-9

Rows were taken by chance (roughly 2.2% active in at least one column).
